Screening data (PubChem BioAssay)
FBA Mtb inh: Mtb FBA enzyme inhibitors, primary screen, biochemical, fluorescence, strain H37Rv; Fructose-bisphosphate aldolase (Mycobacterium tuberculosis (strain ATCC 25618 / H37Rv)), …; purified M. tuberculosis FBA, fluorescence read-out; inhibition, % at 1 µM; actives 2.3% (n = 360,000); in the data active = inhibition above about 27%;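 note: 0% = vehicle and 100% = reference inhibitor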
Target sequence (P9WQA3 whole entry, looked up): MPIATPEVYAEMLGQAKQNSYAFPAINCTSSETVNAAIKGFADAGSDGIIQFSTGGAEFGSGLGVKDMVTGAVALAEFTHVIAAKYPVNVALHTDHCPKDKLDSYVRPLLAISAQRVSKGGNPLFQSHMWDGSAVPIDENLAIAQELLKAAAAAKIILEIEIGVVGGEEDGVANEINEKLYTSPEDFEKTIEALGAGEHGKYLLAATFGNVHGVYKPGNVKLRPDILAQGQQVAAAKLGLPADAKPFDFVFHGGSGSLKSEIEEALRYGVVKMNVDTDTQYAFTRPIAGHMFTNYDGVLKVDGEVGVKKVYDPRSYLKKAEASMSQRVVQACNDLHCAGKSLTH
Mtb UGM inh: M. tuberculosis UGM enzyme inhibitors, primary screen, biochemical, fluorescence polarization, single point; UDP-galactopyranose mutase (Mycobacterium tuberculosis (strain ATCC 25618 / H37Rv)), …; purified UGM, fluorescence polarization probe displacement; inhibition, % at 10 µM; actives 0.06% (n = 320,000); in the data active = inhibition above about 10%, passing the limit was not always enough; inconclusive = no clear call, values can overlap the other calls
Target sequence (P9WIQ1 whole entry, looked up): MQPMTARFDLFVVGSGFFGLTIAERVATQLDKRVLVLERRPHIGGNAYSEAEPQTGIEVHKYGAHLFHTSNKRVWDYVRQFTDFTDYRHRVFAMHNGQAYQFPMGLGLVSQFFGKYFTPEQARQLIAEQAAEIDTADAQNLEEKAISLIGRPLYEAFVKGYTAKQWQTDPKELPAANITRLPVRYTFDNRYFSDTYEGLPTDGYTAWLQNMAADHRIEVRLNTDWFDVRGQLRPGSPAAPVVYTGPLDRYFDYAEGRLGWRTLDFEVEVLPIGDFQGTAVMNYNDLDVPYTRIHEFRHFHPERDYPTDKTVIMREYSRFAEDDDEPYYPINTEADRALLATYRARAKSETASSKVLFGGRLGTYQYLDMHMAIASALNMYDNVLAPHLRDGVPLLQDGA
FadD28 FP inh: inhibitors of FadD28 bisubstrate probe binding, primary screen, biochemical, fluorescence polarization, single point. Mycobacterium tuberculosis FadD28 fatty-acid-AMP ligase. inhibition, % at 12.5 µM. actives 0.22% (n = 360,000). AID 588549, 2011; in the data active = inhibition above about 8.5%, passing the limit was not always enough; inconclusive = no clear call, values can overlap the other calls
Rv3671c inh: Rv3671c serine protease inhibitors, primary screen, biochemical, fluorescence polarization, M. tuberculosis H37Rv; AID 2606, 2010; actives 0.048% (n = 320,000); inhibition, % at 5.96 µM; in the data active = inhibition above about 38%;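 note: extracellular domain of Rv3671c used as enzyme; 0% = enzyme with DMSO and 100% = no enzyme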
DUSP3 inh: VHR1 phosphatase inhibitors, primary screen, biochemical, absorbance, uHTS. Dual specificity protein phosphatase 3 (Homo sapiens), P51452. inhibition, % at 13.3 µM. actives 0.52% (n = 290,000). recombinant VHR phosphatase, pNPP absorbance; in the data active = inhibition above about 50%; note: some compounds called inactive have numbers as strong as hits
BoNT F protease: BoNT/F light chain protease inhibitors, primary screen, biochemical, flow cytometry, MLPCN library. Botulinum neurotoxin type F light chain protease (Clostridium botulinum). actives 0.22% (n = 360,000). Multiplex microsphere protease cleavage assay. inhibition, % at 10 µM; in the data active = inhibition above about 35%, passing the limit was not always enough; inconclusive = no clear call, values can overlap the other calls; note: plate controls were buffer without enzyme for full effect and enzyme alone for no effect
MazF activator: activators of E. coli MazEF toxin-antitoxin RNase, primary screen, biochemical, fluorescence, uHTS. Endoribonuclease toxin MazF (Escherichia coli (strain K12)), P0AE70. FAM/BHQ RNA-DNA oligo cleavage fluorescence, 5 h. activation, % at 20 µM. actives 0.32% (n = 350,000). AID 504720, 2011; in the data active = activation above about 50%
Target sequence (P0AE70 whole entry, looked up): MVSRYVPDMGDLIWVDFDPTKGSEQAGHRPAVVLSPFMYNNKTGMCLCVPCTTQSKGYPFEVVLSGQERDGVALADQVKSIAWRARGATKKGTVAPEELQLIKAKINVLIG
Mtb BioA inh: M. tuberculosis BioA enzyme inhibitors, primary screen, biochemical, plate reader, single point, HTS | purified M. tuberculosis BioA enzyme | actives 0.096% (n = 360,000) | 7,8-diaminopelargonic acid synthase BioA (Mycobacterium tuberculosis) | inhibition, % at 9.99 µM; in the data active = inhibition above about 40%; inconclusive = no clear call, values can overlap the other calls
CCHF vOTU inh: CCHFV vOTU protease inhibitors, primary screen, biochemical, Pep-AMC substrate, fluorescence; AID 651958, 2012; Crimean-Congo hemorrhagic fever virus L polyprotein viral ovarian tumor (vOTU) protease …; actives 0.55% (n = 370,000); inhibition, % at 11.5 µM; note: 0% = vehicle wells with enzyme and 100% = no enzyme wells
GDH-TPI inh: GDH-TPI coupling enzyme inhibitors, primary screen, artefact control for M. tuberculosis FBA inhibitor project, biochemical, absorbance, full deck. GDH-TPI coupled enzyme counterscreen, NADH absorbance. inhibition, % at 4.8 µM. actives 1.2% (n = 360,000). AID 588335, 2011;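 note: 0% = DMSO wells and 100% = wells lacking the enzyme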
* hit, by the source's call; ? = inconclusive; nt = no result given; & = joins results of further samples. Cut-off read from the data, not from the text of the source, unless noted: active = inhibition above about 30%; inactive = the rest.

SMILES	FBA Mtb inh	Mtb UGM inh	FadD28 FP inh	Rv3671c inh	DUSP3 inh	BoNT F protease	MazF activator	Mtb BioA inh	CCHF vOTU inh	GDH-TPI inh
Cc1cc(=S)cc(C)n1CCCn1ccnc1	-2	-0.3	-4.1	-4	8	4	4	0.8	2	7
CCOc1ccc(C(=O)CCc2nc3ccccc3s2)cc1	2	-0.7	-2.8	1	5	-1	0	0.1	13	-4
CCOC(=O)c1cn(Cc2cccc(Cl)c2)c2cc(C)nn2c1=O	28*	1.5	-0.5	-3	2	2	-3	nt	5	11
CC(=O)Nc1cccc(NC(=O)CSc2ccc(C(F)(F)F)cc2[N+](=O)[O-])c1	-7	0.7	-2.9	-3	-4	-8	9	0.1	-2	-9
CC1=CC(=O)C=C/C1=C(/c1ccc(O)cc1C)c1ccccc1S(=O)(=O)O	-9	1.8	-2.7	-9	nt	-12	-5	5.9	12	0
COc1ccccc1CNC(=O)C1CCC(CNS(=O)(=O)c2ccc(NC(C)=O)cc2)CC1 (stereo not given)	2	2.1	0.2	-8	11	2	4	1.1	0	1
Cc1[nH]n2c(=O)c(C#N)c(-c3ccccc3)nc2c1-c1ccccc1	1	2.2	-1.3	4	7	-16	6	-2.2	13	7
C[C@@H]1CCCCO[C@@H](CN(C)S(C)(=O)=O)[C@@H](C)CN([C@H](C)CO)C(=O)c2cc(N(C)C)ccc2O1	0	nt	-1.3	nt	nt	1	0	-0.1&-0.3&0.5	-5	-2
CC(C)Cc1nc2oc3c(Cl)ncnc3c2c2c1CCC2	2	0.0	-1.1	7	21	-1	5	nt	-10	8
COc1ccc(C(=O)CCC(=O)Nc2cccc(Cl)c2)cc1	3	-3.8	-2.2	-1	1	-1	16	-0.1	4	12
N#CC(C#N)=Cc1cn(-c2ncc(C(F)(F)F)cc2Cl)c2ccccc12	0	0.5	-0.5	7	13	-3	1	nt	4	5
CCNC(=O)C(=O)N/N=C/c1cc([N+](=O)[O-])ccc1O	-10	-1.5	-3.8	2	4	-7	-7	nt	3	23
CC(CCCC(C)(C)O)NC(=O)c1cc(COc2ccc3ncccc3c2)on1 (stereo not given)	2	-2.8	-0.5	0	14	0	0	nt	-4	0
C/C(=N\NS(=O)(=O)c1ccc([N+](=O)[O-])cc1)c1ccc2c(c1)OCO2	5	-3.7	0.6	nt	19	-9	-4	0.8	-8	12
Cc1cc(Br)cc(C)c1OCC(=O)NNC(=O)CCC(=O)NCc1ccccc1	-1	-0.7	-0.5	3	2	2	13	3.0	-13	-5
COc1ccc(NC(=O)c2ccc3nc(C)sc3c2)cc1	2	-0.7	-2.1	-5	8	-4	-32	1.4	12	2
CC1=C(C(=O)Nc2ccccc2C)C(c2ccccc2)NC(=O)N1 (stereo not given)	-2	-1.8	-1.8	-3	12	-7	0	0.5	3	5
COC(=O)CC(N)c1ccc(OC)c2ccccc12 (stereo not given)	13	0.2	0.6	5	28	-8	6	0.4	10	7
COc1cc(OC)cc(C(=O)/C=C2\Sc3ccccc3N2C)c1	2	-1.0	-0.4	3	8	-1	0	4.4	-4	12
COc1ccc(/C(=N\Nc2ccccc2C(=O)O)c2ccccc2)cc1	0	-1.6	-0.9	4	11	4	-8	nt	3	8
COc1ccc(CN(C(=O)CSc2nnc(-c3ccc(F)cc3)o2)c2ccc(F)cc2)cc1	-5	-0.3	-6.3	-1	24	-4	-4	-0.9	-6	-7
Cc1cc(C(=O)Nc2nc3c(C)cccc3s2)c(C)o1	2	-2.5	-1.6	-4	-18	1	-7	nt	3	6
CCN(CC)c1ccc2cc(-c3nnc(-c4ccccc4)o3)c(=O)oc2c1	34*	?	-1.8	-3	4	18	900*	-19	-22	-4
CCN(CC)S(=O)(=O)c1cccc(C(=O)OCC(=O)c2ccc3c(c2)NC(=O)CO3)c1	-1	2.2	1.7	-10	-10	-11	-8	-1.4	-8	9
CC12CCC(=O)N1C(C(=O)O)Cc1c2[nH]c2ccccc12 (stereo not given)	3	-2.3	-1.0	-6	9	18	3	0.4	4	3
Nc1c(C(=O)O)sc2nc(-c3ccccc3)cc(-c3ccccc3)c12	2	2.1	-0.7	-26	6	-1	-11	nt	0	17
O=C(NCc1ccco1)c1cc2cc3ccc(Cl)cc3nc2o1	2	0.7	-0.6	-13	13	11	4	-0.2	8	22
Cc1ccc(C2(C)NC(=O)N(CC(=O)Nc3cc(S(=O)(=O)N4CCOCC4)ccc3C)C2=O)cc1 (stereo not given)	1	-2.1	-2.7	-1	-4	-5	-3	nt	-1	-1
COc1ccc(C(=Cc2ccccc2)C(=O)O)cc1	1	nt	-2.3	nt	nt	0	8	-1.6	4	12
COc1cc(CN2CCCCCC2)cc([N+](=O)[O-])c1O	-2	1.9	-0.8	11	8	-8	5	0.1	2	5
CC1CC(C)CN(C(=O)C2CC(=O)N(c3ccc(F)cc3)C2)C1 (stereo not given)	0	-2.6	0.0	-4	-2	-3	5	-1.8	16	8
O=S1(=O)C[C@@H](N2CCN(c3ccccn3)CC2)[C@H](COCc2ccccc2)N1	6	nt	-1.6	nt	nt	-6	-3	-1.0	11	10
Cc1ccc(S(=O)(=O)N(CC(=O)NCC2CCCO2)c2cccc([N+](=O)[O-])c2)cc1 (stereo not given)	-2	-0.5	-3.1	-3	5	-3	8	nt	-9	-7
CCOP(=O)(OCC)C(Nc1ccccc1)c1cc(OC)ccc1OC (stereo not given)	-2	0.3	0.2	5	-4	1	5	0.7	10	9
CCN1CCN(S(=O)(=O)c2cc(C(=O)O)ccc2Cl)CC1	5	0.9	-1.8	-6	9	4	-2	-0.7	-4	9
O=C(O)CSCC(=O)Nc1ccc(Br)c(C(F)(F)F)c1	0	1.6	-2.2	3	10	?	2	-1.2	2	4
Cc1cccc(C(C)C)c1NC(=O)CSc1cccc[n+]1[O-]	0	0.1	-0.8	-5	nt	0	2	-0.2	-2	-1
CCn1c(O)c(C=NC2CCCC2)sc1=S	0	-6.2	-2.1	1	12	-4	-1	-6.5	6	3
O=C(NC1CC(=O)N(c2cccc(F)c2)C1)N1CCN(C(=O)c2ccco2)CC1 (stereo not given)	3	3.5	0.8	2	nt	-6	-5	nt	-6	-1
CC(C)(C)OC(=O)[C@H]1[C@H](c2ccc([N+](=O)[O-])cc2)C2(C(=O)c3ccccc3C2=O)C2c3ccccc3C=NN21 (stereo not given in full)	3	1.1	-0.1	-2	2	-11	1	nt	-3	10
O=C(N/N=C/c1ccncc1)c1cc2ccccc2o1	-3	1.5	-7.3	2	-10	-4	13	nt	7	29
O=C(Nc1ccc(-c2nc3ncccc3o2)cc1)c1ccc(Br)o1	14	10.0	-0.2	-49	26	-3	-2	-0.6	-3	57*
COn1c(SCC(N)=O)nc2ccccc2c1=O	0	2.4	1.1	0	-13	-2	-20	-0.5	-1	11
Cc1nn2c(=O)cc(COC(=O)c3ccc(S(=O)(=O)N4CCCCC4)cc3)nc2s1	8	-0.3	-4.2	-10	12	-8	-13	nt	10	-9
C=CCNC(=S)Nc1cc(C)ccn1	1	-4.0	-0.9	4	11	4	5	1.2	8	-2
CCCN(c1ccc(C)cc1)c1nc(=O)c2cccnc2s1	0	0.2	-4.4	6	-3	-6	0	14	8	9
COc1ccc(CNC(=O)COC(=O)c2cc(-c3cccs3)nc3ccccc23)cc1OC	12	2.1	1.0	-23	-22	-15	8	-1.3	-3	11
CC(C)C(NS(=O)(=O)c1ccccc1F)C(=O)N1CCc2ccccc2C1 (stereo not given)	-1	0.4	-3.2	2	25	0	1	0.5	-3	-2
CC(=O)NC(NC(=S)Nc1ccc(S(N)(=O)=O)cc1)C(Cl)(Cl)Cl (stereo not given)	0	1.9	-2.4	-7	-4	-5	2	-0.2	-14	8
O=S(=O)(CCc1ccccc1)N1CCOCC1	-1	-2.9	-2.0	0	18	4	7	-0.9	8	6
COc1ccc(NC(=S)NC(=O)/C=C/c2ccc(F)cc2)cc1	1	5.7	-0.8	nt	-24	-9	-2	-1.0	-6	3
COc1ccc(CCNC(=O)COC(=O)C2CC2)cc1	-7	-3.2	-3.6	5	9	-3	11	nt	-17	-3
COC(=O)c1csc(S(=O)(=O)N2CCCCC2)c1OC	2	-1.5	0.0	4	1	?	0	nt	-9	2
O=C(CCn1c(=O)[nH]c2ccccc2c1=O)N1CCN(c2cccc(C(F)(F)F)c2)CC1	-1	-0.2	-0.3	-5	17	2	3	nt	-10	16
COc1ccc(C2/C=C\CN(C(=O)C3CC3)[C@H](Cc3ccccc3)C(=O)N2Cc2ccc(F)cc2)cc1 (stereo not given in full)	4	1.7	-0.3	-6	7	-8	-6	-2.2	nt	7

Structural class, the entries above with fluorine (10)
SMILES	FBA Mtb inh	Mtb UGM inh	FadD28 FP inh	Rv3671c inh	DUSP3 inh	BoNT F protease	MazF activator	Mtb BioA inh	CCHF vOTU inh	GDH-TPI inh
CC(=O)Nc1cccc(NC(=O)CSc2ccc(C(F)(F)F)cc2[N+](=O)[O-])c1	-7	0.7	-2.9	-3	-4	-8	9	0.1	-2	-9
N#CC(C#N)=Cc1cn(-c2ncc(C(F)(F)F)cc2Cl)c2ccccc12	0	0.5	-0.5	7	13	-3	1	nt	4	5
COc1ccc(CN(C(=O)CSc2nnc(-c3ccc(F)cc3)o2)c2ccc(F)cc2)cc1	-5	-0.3	-6.3	-1	24	-4	-4	-0.9	-6	-7
CC1CC(C)CN(C(=O)C2CC(=O)N(c3ccc(F)cc3)C2)C1 (stereo not given)	0	-2.6	0.0	-4	-2	-3	5	-1.8	16	8
O=C(O)CSCC(=O)Nc1ccc(Br)c(C(F)(F)F)c1	0	1.6	-2.2	3	10	?	2	-1.2	2	4
O=C(NC1CC(=O)N(c2cccc(F)c2)C1)N1CCN(C(=O)c2ccco2)CC1 (stereo not given)	3	3.5	0.8	2	nt	-6	-5	nt	-6	-1
CC(C)C(NS(=O)(=O)c1ccccc1F)C(=O)N1CCc2ccccc2C1 (stereo not given)	-1	0.4	-3.2	2	25	0	1	0.5	-3	-2
COc1ccc(NC(=S)NC(=O)/C=C/c2ccc(F)cc2)cc1	1	5.7	-0.8	nt	-24	-9	-2	-1.0	-6	3
O=C(CCn1c(=O)[nH]c2ccccc2c1=O)N1CCN(c2cccc(C(F)(F)F)c2)CC1	-1	-0.2	-0.3	-5	17	2	3	nt	-10	16
COc1ccc(C2/C=C\CN(C(=O)C3CC3)[C@H](Cc3ccccc3)C(=O)N2Cc2ccc(F)cc2)cc1 (stereo not given in full)	4	1.7	-0.3	-6	7	-8	-6	-2.2	nt	7

No enrichment for hits; overall some 4.9% were active at least once.
